From PubChem
TWEAK Fn14 block: blocks TWEAK-Fn14 interaction in a reporter cell assay; TWEAK-stimulated Fn14 reporter cells, luciferase luminescence, 8 h; inhibition, % at 10 µM; 360,000 compounds, 2% hits; AID 1159606; in the data active = inhibition above about 50%
KKLEB cytotox: counter-screen for CF NF-kB inhibitors: cytotoxicity. KKLEB CF airway cells viability, ATPlite luminescence, overnight; active compounds read low; cells stimulated with P. aeruginosa culture filtrate. activity change (cytotoxicity), % at 5 µM. 360,000 compounds, 0.36% hits. AID 602141;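 active = corrected activity change at or below -50% at 5 µM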
CF NFkB inh: inhibitors of cystic fibrosis induced NF-kB; AID 588850; KKLEB NF-kB-GFP reporter, PAF-induced, GFP fluorescence overnight; 360,000 compounds, 0.86% hits; inhibition, % at 5 µM;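 active = at least 50% inhibition at 5 µM, scaled per plate between neutral and stimulator controls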;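 also: PAF is a Pseudomonas aeruginosa culture filtrate used as stimulus; plate controls were PAF-stimulated DMSO wells for no effect and unstimulated DMSO wells for full effect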
TROY signal inh: inhibitors of TROY-dependent NF-kB signaling. Q293 LMP1-TROYcd NF-kB luciferase reporter, 4 h. inhibition, % at 10 µM. 360,000 compounds, 0.98% hits. AID 1347056;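 active = compounds whose plate-normalised and pattern-corrected inhibition of the luciferase reporter signal at the single screening dose is 50% or more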
NCOA3 inh: inhibitors of human steroid receptor coactivator 3 (SRC3) | inhibition, % at 3.6 µM | Q9Y6Q9 | 360,000 compounds, 0.17% hits | HEK293 GAL4-SRC3 luciferase reporter, luminescence;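 active = inhibition above a per-campaign cutoff, the mean of all compounds plus 3 SD, cut at about 60% in these data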;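 also: 0% = DMSO-treated cells and 100% = gossypol-treated cells at 36 µM; higher means less SRC3-driven luciferase light from the GAL4 reporter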
COUP-TFII inh: blocks human COUP-TFII nuclear receptor; P24468; HEK293T NGFI-A luciferase reporter, luminescence; 370,000 compounds, 0.7% hits; inhibition, % at 8.6 µM;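 active = inhibition above a per-plate cutoff, mean inhibition of test wells between control levels plus 3 SD, cut at about 38% in these data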;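 also: cells cotransfected with COUP-TFII expression vector driving the NGFI-A reporter; 0% = median of COUP-TF2 test wells and 100% = reporter-only cells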
Target sequence (P24468 whole entry, looked up): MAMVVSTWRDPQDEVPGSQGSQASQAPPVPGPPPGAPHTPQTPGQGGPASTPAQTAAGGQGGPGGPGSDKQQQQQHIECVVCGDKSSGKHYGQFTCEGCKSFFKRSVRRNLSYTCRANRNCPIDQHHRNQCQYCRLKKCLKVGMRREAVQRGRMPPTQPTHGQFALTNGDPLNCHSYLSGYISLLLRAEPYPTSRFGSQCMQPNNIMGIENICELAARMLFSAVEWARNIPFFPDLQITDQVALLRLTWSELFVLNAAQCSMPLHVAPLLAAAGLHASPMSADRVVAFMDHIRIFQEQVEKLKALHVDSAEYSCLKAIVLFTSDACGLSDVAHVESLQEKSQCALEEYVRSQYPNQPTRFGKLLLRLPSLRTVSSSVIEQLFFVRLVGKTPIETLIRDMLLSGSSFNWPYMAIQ
EBV LMP1 NFkB: Epstein-Barr LMP1 NF-kappaB reporter inhibition | 350,000 compounds, 0.69% hits | inhibition, % at 12.5 µM | LMP1-induced NF-kappaB luciferase reporter cells, luminescence; in the data active = inhibition above about 41%;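 also: 0% = neutral control wells and 100% = reference inhibitor control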
NCOA2 inhibitor: inhibits human steroid receptor coactivator 2 | Q15596 | 370,000 compounds, 0.17% hits | inhibition, % at 9 µM | HEK293 GAL4-SRC2 luciferase reporter, luminescence;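 active = inhibition above the mean inhibition of all tested compounds plus 3 SD, set per campaign, cut at about 52% in these data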;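 also: 0% = DMSO treated cells and 100% = cells given Gossypol at 36 µM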
NCOA1 inh: inhibitors of human steroid receptor coactivator 1 (SRC1); Q15788; HEK293 GAL4-SRC1 luciferase reporter, luminescence; inhibition, % at 3.6 µM; 360,000 compounds, 0.12% hits; AID 588354;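 active = inhibition above the campaign mean plus 3 SD, with each screening campaign given its own cutoff, cut at about 60% in these data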;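 also: 0% = DMSO treated cells and 100% = gossypol at 36 µM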
LRH-1 inv ag: NR5A2 inverse agonism in reporter assay. O00482. HEK293T StAR-luciferase reporter, LRH-1 transfected, 24 h. inhibition, % at 3.6 µM. 360,000 compounds, 0.13% hits. AID 602396;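 active = inhibition above the mean inhibition of all tested compounds plus 3 SD, cut at about 73% in these data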;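 also: 0% = DMSO wells and 100% = reporter-only cells lacking LRH-1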
Target sequence (O00482 whole entry, looked up): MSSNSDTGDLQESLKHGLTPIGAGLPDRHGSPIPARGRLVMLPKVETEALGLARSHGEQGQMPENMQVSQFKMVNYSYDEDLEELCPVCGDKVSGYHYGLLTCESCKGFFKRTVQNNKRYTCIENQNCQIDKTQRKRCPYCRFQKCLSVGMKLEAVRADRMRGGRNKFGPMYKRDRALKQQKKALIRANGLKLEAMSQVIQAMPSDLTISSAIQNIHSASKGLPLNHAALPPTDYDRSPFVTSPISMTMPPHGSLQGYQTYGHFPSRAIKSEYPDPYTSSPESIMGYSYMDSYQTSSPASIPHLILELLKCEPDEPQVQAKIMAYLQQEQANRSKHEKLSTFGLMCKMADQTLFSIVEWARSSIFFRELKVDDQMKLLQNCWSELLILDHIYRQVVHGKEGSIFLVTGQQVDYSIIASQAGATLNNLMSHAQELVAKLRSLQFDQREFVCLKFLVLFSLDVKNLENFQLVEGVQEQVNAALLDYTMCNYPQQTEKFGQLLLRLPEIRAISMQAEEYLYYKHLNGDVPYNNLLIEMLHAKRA
C8 TRAIL sens: sensitizes caspase-8 expressing cells to TRAIL | 360,000 compounds, 1% hits | inhibition (viability loss, TRAIL sensitization), % at 10 µM | NB7+C8 cells + TRAIL, ATPlite viability luminescence;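 active = compounds causing at least 50% loss of cell viability in the single-dose screen, relative to plate controls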
* hit, by the source's call; x = not tested or not shown.

SMILES	TWEAK Fn14 block	KKLEB cytotox	CF NFkB inh	TROY signal inh	NCOA3 inh	COUP-TFII inh	EBV LMP1 NFkB	NCOA2 inhibitor	NCOA1 inh	LRH-1 inv ag	C8 TRAIL sens
CCCCNC(=O)c1onc(CSc2cc(C)cc(C)c2)c1C(=O)O	-3	2	-9	19	-14	-3	-3	-9	-4	5	-4
CCc1ccc(S(=O)(=O)N/N=C\c2ccc([N+](=O)[O-])o2)cc1	-1	18	5	-13	27	-2	-2	9	-22	-21	2
O=C(NCc1ccc(-n2cccc2)cc1)c1cccc(F)c1	-21	-1	16	0	0	-8	-9	5	9	11	10
COc1ccc(/C=C(\NC(=O)c2ccccc2)C(=O)NNC(=O)CCN2CCOCC2)cc1	0	4	-8	9	11	-10	-5	-14	-49	-27	0
CCCC(=O)OCC(=O)Nc1ccccc1Sc1ccccc1	-2	4	0	-8	17	0	-1	14	2	-15	3
O=c1cc(-c2ccccc2)nc2nc(SCc3ccccc3)[nH]n12	-1	0	-1	-33	12	-6	-5	-13	-1	-1	17
CCOc1ccc(N=c2cc(-c3ccc(OC)cc3)oc3ccccc23)cc1	-37	-17	5	-92	15	-32	19	-16	-25	-69	24
Cc1nn(C)c(Cl)c1C(=O)NCC(=O)O	2	7	-7	3	12	32	1	3	2	1	-4
COCCCn1c(SCC(=O)OC2CCCCC2)nnc1-c1cccs1	1	1	-24	24	19	-5	-1	-1	3	10	-33
CCc1ccc(C(=O)COC(=O)C(Cc2ccccc2)NC(=O)C2CCC(C)CC2)cc1 (centres undefined)	-12	-1	-2	15	26	0	4	7	7	-4	9
CCOC(=O)N1CCN(C(=O)c2cc3cc(F)ccc3[nH]2)CC1	11	16	-9	-41	-50	13	-7	1	-12	0	-10
CCC(C)NS(=O)(=O)c1ccc(NS(=O)(=O)c2ccccc2[N+](=O)[O-])cc1 (centres undefined)	-1	-16	9	14	-21	12	-8	20	2	-2	3
COc1cc(CNC2CCCCC2)c(Br)cc1OC1CCCC1	21	1	-12	34	-5	-1	-19	-20	15	-14	25
CCOc1ccc(CCNC(=O)C2CCC(=O)N2C2CCCCC2)cc1OCC (centres undefined)	-5	-10	7	-7	13	-7	10	5	9	3	2
CCOC(=O)C1CCCN(S(=O)(=O)Cc2ccccc2Cl)C1 (centres undefined)	-1	-2	11	-9	-4	-1	3	15	0	-9	-4
Cc1ccccc1C(CC(=O)c1cccs1)C(C#N)C#N (centres undefined)	84*	-51*	84*	5	-3	-38	-28	3	-2	-10	15
CC(C)c1ccc(N(C(=O)c2ccc3c(c2)OCO3)C2C=CS(=O)(=O)C2)cc1 (centres undefined)	-5	-14	0	-9	9	-5	-4	12	-10	-7	11
CCOc1ccccc1N1CCN(S(=O)(=O)c2ccc(Cl)s2)CC1	-7	-4	18	-17	-8	0	1	6	4	-4	3
CCOc1cccc(/C(O)=C2/C(=O)C(=O)N(CCOC)C2c2ccncc2)c1 (centres undefined)	5	-1	-4	-8	8	-16	-10	-32	-23	4	-4
COc1ccc(CCC(=O)OC(C)C(=O)c2ccc(C)cc2)cc1 (centres undefined)	-19	6	1	-4	23	8	-9	-17	3	-2	-6
CCC(=O)Nc1cccc(-c2nnc(-c3ccccc3)o2)c1	-30	4	1	-78	-53	-26	-11	-65	-111	-101	-1
CN(C)c1ccc(C(=O)N2CC(=O)N(CCc3ccccc3)C(=O)C2)cc1	-22	9	-2	12	3	12	5	-33	-6	-16	-8
O=C(NCC(=O)N(Cc1ccco1)C(C(=O)NC1CCCCC1)c1ccncc1)c1cccs1 (centres undefined)	-12	-2	-2	8	16	16	0	24	-22	8	3
CC(O)CC(C)O (centres undefined)	10	-8	-10	-7	4	4	-3	14	-8	-12	9
CC1CCN(C(=O)COC(=O)c2n[nH]c3ccccc23)CC1	-18	7	-7	-63	-65	-13	2	-38	-153	-138	27
Going on with the list.
SMILES	TWEAK Fn14 block	KKLEB cytotox	CF NFkB inh	TROY signal inh	NCOA3 inh	COUP-TFII inh	EBV LMP1 NFkB	NCOA2 inhibitor	NCOA1 inh	LRH-1 inv ag	C8 TRAIL sens
COc1ccc(-c2nc(S(=O)(=O)c3ccccc3)c(N3CCOCC3)o2)cc1	-2	-2	10	-11	-3	2	4	-23	10	-11	-10
O=C(COC(=O)c1cc([N+](=O)[O-])ccc1N1CCOCC1)NCc1ccc(Cl)cc1Cl	-23	2	7	1	1	-2	-1	0	4	-14	2
COc1ccccc1C(=O)NNC(=O)c1ccc(Cl)cc1	-14	-6	-1	-21	-2	-1	-12	-9	-46	-30	10
COc1ccc(NC(=O)CN2C(=O)NC(C)(C3CC3)C2=O)cc1S(=O)(=O)N1CCCCC1 (centres undefined)	5	23	-19	5	-7	15	-2	2	1	15	-14
Cc1ccc(NC(=S)N/N=C/c2cccn2Cc2ccccc2F)cc1	9	9	26	-12	-8	21	-5	15	-3	-10	-7
COC(=O)c1ccc(COc2ccc(/C=N/O)cc2OC)o1	-27	5	0	-23	-16	-34	-10	-39	-7	-13	1
CC1CC1C(=O)Nc1cc(S(=O)(=O)N2CCOCC2)ccc1N1CCCC1 (centres undefined)	10	-6	-10	11	-8	-1	2	-10	4	-3	-2
CCOc1ccc2cc(C#N)c(SCC(=O)OC)nc2c1	0	-12	-33	-58	-66	-70	-62	-74	-64	-48	52*
COc1cccc(C(=O)CC(C(=O)O)c2ccc(F)cc2)c1 (centres undefined)	5	10	-7	0	18	9	2	2	-4	12	-3
CCOC(=O)C(CC)(CCC(=O)O)c1csc(N)n1 (centres undefined)	15	2	3	14	-9	-2	1	-33	0	-4	-12
O=C(CSc1ccc2c(c1)OCCO2)NCc1ccco1	-7	-3	-7	-8	16	-15	-5	7	1	-7	-2
COc1ccc(-n2nc([N+](=O)[O-])c(=NCCC3=CCCCC3)n2O)cc1	-16	26	-13	-54	-20	-12	-16	-11	-20	-31	0
O=C(COC(=O)C1CCCN1C(=O)c1cccs1)c1ccccc1 (centres undefined)	3	-4	-3	6	4	11	2	-19	3	-6	9
Cc1cc(C)cc(OCC(=O)Nc2cccc(-c3nnc(-c4ccco4)o3)c2)c1	68*	-10	-44	57*	13	-9	14	-4	9	9	32
CCCCNC(=O)c1onc(CSc2cccc3ccccc23)c1C(=O)O	-2	-14	-26	-17	-5	14	-4	0	-8	1	13
Cc1cc(C(=O)Nc2cnc3ccccc3c2)ccc1[N+](=O)[O-]	-22	6	-16	-52	-81	-43	-19	-43	-84	-183	10
O=C(CCn1c(=O)sc2ccccc21)NCc1cccs1	15	4	19	0	9	-15	-1	-22	-10	-18	-12
COc1ccc(-c2ccc(CN3C(CC(C)C)C(=O)N(Cc4cn(CC5CCCCC5)nn4)CCS3(=O)=O)cc2)cc1OC (centres undefined)	2	-10	30	7	3	15	0	-7	-1	-14	15
CCOC(=O)CC(NS(=O)(=O)c1ccc(OC)c(OC)c1)c1cccc([N+](=O)[O-])c1 (centres undefined)	-8	3	1	4	8	-12	2	-3	-4	14	-6
CCN1CCCc2cc(CN(CCN3CCOCC3)C(=S)Nc3ccc(OC)c(OC)c3)ccc21	-16	1	6	15	14	-11	-12	11	6	6	0
CN(C(=O)c1nn(C)c2c1CSc1ccccc1-2)c1ccc(F)cc1	-19	-8	2	-13	5	6	3	3	10	19	-2
CCc1ccc(NC(=O)NCc2ccccn2)cc1	-17	12	15	-11	-23	-21	-1	-37	-57	-28	-3
CCOC(=O)C1CCN(C/C=C/c2ccccc2OC)CC1	-2	-6	4	0	-3	-6	5	3	-23	9	1
O=C(NN1C(=O)C2C3c4ccccc4C(c4ccccc43)C2C1=O)c1ccccc1 (centres undefined)	6	1	17	0	9	-8	0	6	4	-8	-13
Cc1ccc(C(=O)Nc2nc(C)c(C)s2)o1	32	10	-20	-48	-50	-27	-17	-55	-108	-126	9
Other structures follow.
SMILES	TWEAK Fn14 block	KKLEB cytotox	CF NFkB inh	TROY signal inh	NCOA3 inh	COUP-TFII inh	EBV LMP1 NFkB	NCOA2 inhibitor	NCOA1 inh	LRH-1 inv ag	C8 TRAIL sens
CCOc1ccc(NC(=S)NNC(=O)c2ccc(Br)cc2)cc1	-7	10	-24	11	-5	1	7	-20	-16	6	6
FC(F)(F)c1nnc2ccc(-n3ccnc3)nn12	11	15	-1	4	-7	12	2	4	2	-2	-1
CCCN(CCC)Cc1c(C(=O)N/N=C/CCc2ccccc2)nnn1-c1nonc1N	9	2	12	-3	1	4	0	34	17	0	5
Cc1c(OCC(=O)NCC(O)c2ccccc2)ccc2c3c(c(=O)oc12)CCC3 (centres undefined)	-27	1	-11	1	-12	0	3	-11	-2	12	-20
CC(C)C(NS(=O)(=O)c1ccccc1)C(=O)N1CCN(C(=O)c2ccco2)CC1 (centres undefined)	-7	-10	29	1	-18	8	-3	5	-10	6	14
Cc1ccc(S(=O)(=O)N2CCC(C(=O)NCC3CCCCC3)CC2)cc1	7	-1	7	-15	8	6	-8	4	-8	11	6
CC1CCCCN1S(=O)(=O)c1csc(C(N)=O)c1 (centres undefined)	8	0	13	-7	-33	-4	x	-2	5	17	2
CNc1sc(C(=O)c2cccs2)c(N)c1-c1nc2ccccc2s1	34	-8	4	-10	-22	-18	-39	-82	-81	-51	6
COc1ccc(Cl)cc1NC(=O)c1noc(C)c1[N+](=O)[O-]	12	-15	0	-6	-4	x	0	x	2	8	-17
Cc1ccc(S(=O)(=O)Nc2ccc(O)c3ccccc23)c(C)c1	35	1	39	40	-7	-2	-6	11	-1	27	2
C[C@H](CO)N1C[C@H](C)[C@@H](CN(C)C(=O)Nc2ccc3c(c2)OCO3)Oc2c(NC(=O)c3ccncc3)cccc2C1=O	19	4	-3	-46	8	-6	-5	-4	-15	-5	-20
Cc1ccc(N2C(=O)CC(N3CCN(C4CCc5ccccc5C4)CC3)C2=O)cc1 (centres undefined)	7	-4	-7	19	8	3	3	-9	-6	7	-10
COCCNC(=O)CN(c1ccc(F)cc1)S(=O)(=O)c1ccc2c(c1)OCCO2	9	3	-22	-2	7	8	-5	6	15	3	0
CCOC(=O)CSc1ccc(S(=O)(=O)N2CCCC2)cc1[N+](=O)[O-]	-10	6	9	7	4	0	-12	-5	-36	-7	-5
Cc1c(N2C(=O)c3ccc(Br)cc3C2=O)c(=O)n(-c2ccccc2)n1C	-3	-1	-7	-7	-7	-2	-4	-29	-9	-6	1
Cc1cc(C)nc(-n2nc(C)cc2NC(=O)c2ccc(F)cc2F)n1	-15	-10	-20	2	6	7	-4	-12	1	2	-1
CC1(C)CC(=O)C(C2=NC3(CCCCC3)Cc3ccccc32)=C(O)C1	16	16	-24	-23	5	1	-13	14	-12	-5	-4
COC(=O)C1(S(=O)(=O)c2cc(Br)cc3c2N(C(C)=O)CC3)CC1	-4	-4	11	-4	-49	x	-4	x	2	4	11

As a working copy, some entries already given.
SMILES	TWEAK Fn14 block	KKLEB cytotox	CF NFkB inh	TROY signal inh	NCOA3 inh	COUP-TFII inh	EBV LMP1 NFkB	NCOA2 inhibitor	NCOA1 inh	LRH-1 inv ag	C8 TRAIL sens
CC1(C)CC(=O)C(C2=NC3(CCCCC3)Cc3ccccc32)=C(O)C1	16	16	-24	-23	5	1	-13	14	-12	-5	-4
COC(=O)C1(S(=O)(=O)c2cc(Br)cc3c2N(C(C)=O)CC3)CC1	-4	-4	11	-4	-49	x	-4	x	2	4	11
